Assay outcomes (PubChem)
AMA1-RON2 inh – inhibitors of Plasmodium falciparum AMA1-RON2 interaction; AlphaScreen AMA1-biotinylated RON2 peptide binding; Potency, µM (titrated, usually from 58.2 µM), for inactives: top-dose activity change, negative = inhibition, usual class: inhibitors; 0.2% of 360,000 active; AID 720542;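 further: potency means the concentration at half of the fitted maximal effect; 0% = vehicle wells and -100% = peptide control; nearly all actives have a fitted effect of over 45% in size; some results filed as inactive show a strong effect at the top dose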
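AMA1 (3D7) with his tag at 25 nM final met compounds first, then biotinylated RON2 peptide at 25 nM; detection used donor plus acceptor beads, 10 µg/mL apiece, read by AlphaScreen after 30 min at room temperature.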
AmpC detergent – inhibitors of E. coli AmpC beta-lactamase with detergent. 0.041% of 370,000 active. Potency, µM (titrated, usually from 114 µM), for the others: top-dose activity change, negative = inhibition, most hits filed as inhibitors. AmpC hydrolysis of nitrocefin, absorbance 480 nm, 0.01% Triton. P00811;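 further: potency means the concentration at half of the fitted maximal effect; 0% = no-compound wells and -100% = no-enzyme wells; nearly all actives have a fitted effect of over 25% in size; some results filed as inactive show a strong effect at the top dose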
Target sequence (P00811 whole entry, looked up): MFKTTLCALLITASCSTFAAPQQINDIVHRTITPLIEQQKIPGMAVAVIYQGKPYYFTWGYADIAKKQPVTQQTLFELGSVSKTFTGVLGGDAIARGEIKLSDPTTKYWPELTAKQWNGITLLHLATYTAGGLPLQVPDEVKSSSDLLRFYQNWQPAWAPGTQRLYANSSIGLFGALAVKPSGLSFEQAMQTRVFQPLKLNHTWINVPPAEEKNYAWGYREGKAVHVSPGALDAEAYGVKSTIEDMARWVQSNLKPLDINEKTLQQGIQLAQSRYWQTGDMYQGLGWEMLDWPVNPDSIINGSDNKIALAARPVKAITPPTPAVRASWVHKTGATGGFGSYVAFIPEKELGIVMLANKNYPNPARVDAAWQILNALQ
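AmpC (5.3 nM in the dispensed reagent) in 20 mM phosphate pH 7.0 with 0.01% (detergent screen) or 0.0001% Triton X-100 was preincubated with compounds for 15 min at room temperature. Nitrocefin was then added from an 800 uM solution, and hydrolysis was followed at 480 nm.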
HCMV antiviral – human cytomegalovirus inhibition. HFF cells, HCMV-luciferase reporter, 72 h; stronger effect = lower value. activity change, negative = inhibition, % at 57.5 µM. 4.5% of 410,000 active; in the data active means activity change below about -60%; inconclusive means no clear call, values can overlap the other calls; inactive means above about -39%
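Steps: HFFs plated, 16 h 37C; compounds added; HCMV-luciferase added to MOI 1 PFU/cell; 72 h 37C; OneGlo reagent, 5 min room temperature; luminescence read, normalized to controls.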
AmpC inh no detg – AmpC beta-lactamase inhibition without detergent | P00811 | AmpC nitrocefin hydrolysis, absorbance 480 nm, 0.0001% Triton | Potency, µM (series often up to 57.1 µM), without a hit: top-dose activity change, negative = inhibition, hits mostly inhibitors | 0.52% of 330,000 active;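 further: potency means the concentration at half of the fitted maximal effect; plate controls were no compound for no effect and no enzyme for full effect; nearly all actives have a fitted effect of over 20% in size; some results filed as inactive show a strong effect at the top dose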
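20 mM phosphate pH 7.0 + 0.01% (detergent screen) or 0.0001% Triton X-100; 5.3 nM AmpC reagent; cpd preinc 15 min RT; nitrocefin (800 uM stock) to start; A480 q20 s × 4 min; Activity was normalised to no-enzyme and no-compound control wells.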
LmPK inhibitor – LmPK (Leishmania mexicana) enzyme inhibition. Q27686. purified LmPK, Kinase-Glo ATP luminescence, 1 h. Potency, µM (doses to about 57.5 µM), inactives show at the top dose activity change, negative = inhibition, most hits filed as inhibitors. 0.37% of 290,000 active. AID 1721; further: potency means the concentration at half of the fitted maximal effect
Target sequence (Q27686 whole entry, looked up): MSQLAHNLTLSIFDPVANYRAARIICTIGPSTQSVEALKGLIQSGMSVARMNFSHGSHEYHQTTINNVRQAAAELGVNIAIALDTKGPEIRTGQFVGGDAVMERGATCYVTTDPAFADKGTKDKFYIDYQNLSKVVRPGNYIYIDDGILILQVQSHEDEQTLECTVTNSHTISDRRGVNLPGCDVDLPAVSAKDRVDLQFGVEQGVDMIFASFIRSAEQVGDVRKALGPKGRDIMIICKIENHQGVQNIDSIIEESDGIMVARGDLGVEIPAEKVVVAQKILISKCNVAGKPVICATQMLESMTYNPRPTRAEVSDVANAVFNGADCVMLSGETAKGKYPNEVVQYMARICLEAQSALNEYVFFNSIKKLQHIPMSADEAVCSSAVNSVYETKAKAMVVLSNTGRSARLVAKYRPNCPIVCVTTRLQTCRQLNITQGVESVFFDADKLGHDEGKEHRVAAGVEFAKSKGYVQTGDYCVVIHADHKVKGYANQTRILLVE
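Screened at intermediate enzyme activity to detect both inhibitors and activators: LmPK at 0.1 nM, with a 0.5 nM enzyme column as activation reference. PEP 0.5 mM, ADP 0.1 mM; ATP detected by luminescence after 1 h.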
TbPYK inhibitor – T. brucei pyruvate kinase inhibition; Q57TT1; Potency, µM (series often up to 76.8 µM), inactives show top-dose activity, negative = inhibition, hits mostly inhibitors; TbPYK enzyme, Kinase-Glo Plus ATP luminescence, 45 min; 0.12% of 410,000 active; AID 624173; further: potency means the concentration at half of the fitted maximal effect; nearly all actives have a fitted effect of over 50% in size
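Glycolytic pyruvate kinase of T. brucei was incubated with substrate, test compound and 130 uM ADP for 45 minutes at room temperature. Luminescent Kinase-Glo Plus signal was measured after 10 minutes.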
HCV inh – blocks hepatitis C virus; Huh7.5.1 HCVcc-Cre infection, luciferase reporter, 44 h; Potency, µM (highest dose often 41.8 µM), for inactives: at the highest dose activity change, negative = inhibition, most hits filed as inhibitors; 3.4% of 340,000 active; AID 651820; further: potency means the concentration at half of the fitted maximal effect
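Reporter virus HCVcc-Cre (~0.5 moi) infects cells exposed to compound; seeding density 1,000 cells/well with 4 h settling beforehand. Luminescence, 15 sec read, taken 44 h post-infection following a 15 min RT substrate incubation.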
* marks the source's active call; other numbers are inactive results; ? = inconclusive; . = not tested or not shown; & = joins results of further samples; [ ] = remark or other dose. Unless noted, the call rests on the fitted dose curve; in most records, active means well fitted curve in the direction sought with a large enough effect; inconclusive means small, poorly fitted or top-dose-only effect, or another doubt; inactive means no such curve, though single readings can be large; an effect the other way counts as inactive or inconclusive. Unless noted, on the % scale 0 is the no-effect control and ±100 the full control effect.

1: COC(=O)CSc1cc(C(=O)c2nccn2C)c2ccccc2n1
2: O=C(NCCS(=O)(=O)NCc1cccs1)c1ccccc1
3: O=S(=O)(/N=C(/Nc1ccc(Cl)c(S(=O)(=O)N2CCOCC2)c1)c1ccc(F)cc1)c1ccccc1
4: CCC(C)c1ccccc1NC(=O)CN1CCN(C/C=C/c2ccccc2)CC1 (stereo unspecified)
5: C=CCNC(=S)NNC(=O)CSc1nc2ccccc2s1
6: CS(=O)(=O)c1ccc(NS(=O)(=O)c2ccc3ccccc3c2)cc1
7: CC1CCCCC1NC(=O)CCCn1c(=S)[nH]c2ccsc2c1=O (stereo unspecified)
8: CCOC(=O)Cc1csc(NC(=O)c2cc(C)c(C)s2)n1

Compound	1	2	3	4	5	6	7	8
HCMV antiviral	38	-15	-34	20	79	.	0	20
HCV inh	17%	.	-15%	-12%	17%	19%	11%	?
AMA1-RON2 inh	-11%	-8%	-3%	-15%	29%	19%	110%[activator]	-7%
AmpC inh no detg	-1%	.	-26%	169%[activator]	-11%	-39%	-27%	-31%
AmpC detergent	?	.	6%	?	-11%	-12%	?	3%
LmPK inhibitor	4%	.	0%	-2%	2%	8%	-10%	.
TbPYK inhibitor	-2%	3%	4%	2%	-17%	-2%	?	2%

9: Cc1ccc2nc3nc(NCC4CCCO4)c(C(=O)NC4CCCC4)cc3c(=O)n2c1 (stereo unspecified)
10: CCN(CC)Cc1c(O)c(Cl)cc2c3c(c(=O)oc12)CCCC3
11: COCCn1c(SCC#N)nnc1-c1ccccc1
12: CCC(=O)N1CCc2cc(CNC(=O)Nc3cc(Cl)ccc3C(=O)OC)ccc21
13: CCOC(=O)c1c(NC(=O)COC(=O)c2nc(Cl)ccc2Cl)sc2c1CCC2
14: CC(C)=CCN1CCN(Cc2cn(C(C)C)c3ccccc23)CC1CCO (stereo unspecified)
15: Cn1c(=O)oc2cc(S(=O)(=O)N3CCC(C(=O)N4CCN(c5ccc(Cl)cc5)CC4)CC3)ccc21
16: Cc1c(Cl)cccc1NC(=O)c1cccc(NC(=O)N2CCSc3ncccc32)c1

Compound	9	10	11	12	13	14	15	16
HCMV antiviral	-18	-2	-15	-22	-61*	28	-27	0
HCV inh	12%	14%	-1%	.	-2%	-16%	.	.
AMA1-RON2 inh	-13%	?	-1%	.	4%	-7%	.	.
AmpC inh no detg	-17%	-7%	-2%	.	-48%	34%	.	.
AmpC detergent	-9%	-1%	1%	-4%	-4%	-10%	-7%	2%
LmPK inhibitor	2%	-1%	4%	.	-1%	5%	.	.
TbPYK inhibitor	-23%	8%	2%	2%	-4%	3%	0%	2%[15.4 µM]

Brought forward from above: two entries, then new ones.
15: Cn1c(=O)oc2cc(S(=O)(=O)N3CCC(C(=O)N4CCN(c5ccc(Cl)cc5)CC4)CC3)ccc21
16: Cc1c(Cl)cccc1NC(=O)c1cccc(NC(=O)N2CCSc3ncccc32)c1
17: CCc1ccccc1NC(=O)c1cc(S(=O)(=O)NC2CCCC2)ccc1F
18: CN(C)CCCN1c2ccccc2CCc2ccc(Cl)cc21
19: COc1cccc(-c2c(C(=O)N/N=C(\C)c3ccco3)nnn2-c2nonc2N)c1
20: Cc1ccc(N(CC(=O)NCCSCc2ccco2)S(C)(=O)=O)cc1
21: CCOc1ccc(OCCCC(=O)Nc2cc(Cl)ccc2-n2cncn2)cc1
22: COc1ccc(S(=O)(=O)N2CCOCC2)cc1Br
23: C[C@H](CO)N1C[C@H](C)[C@@H](CN(C)Cc2ccc(Cl)c(Cl)c2)Oc2c(NC(=O)C3CC3)cccc2C1=O
24: CCOc1cc(-c2nc(-c3ccccc3OC)no2)cc(OCC)c1OCC

Compound	15	16	17	18	19	20	21	22	23	24
HCMV antiviral	-27	0	-28	-67*	-3	-13	-72*	-20	-10	36
HCV inh	.	.	.	?	13%	18%	?	11%	?	?
AMA1-RON2 inh	.	.	.	-13%	95%[activator]	-8%	3%	-8%	-5%	2%
AmpC inh no detg	.	.	.	117%[activator]	-36%	15%	15%	-13%	220%[activator]	-7%
AmpC detergent	-7%	2%	6%	2%	-15%	-1%	-15%	1%	.	-10%
LmPK inhibitor	.	.	.	6%	0%	8%	.	1%	.	-3%
TbPYK inhibitor	0%	2%[15.4 µM]	3%	4%&-8%	-12%	2%	1%	-8%	4%	-2%

25: N#Cc1ccc(-c2nc3c4ccccc4ccn3c2Cc2ccccc2C(F)(F)F)cc1
26: O=C(CSc1nnc(NC(=O)c2ccc(F)cc2F)s1)NC1CCCC1
27: O=C(COc1cccc(F)c1)Nc1nc(-c2ccncc2)cs1
28: CCN(CC)CCNC(=O)c1nn(-c2ccc(C)cc2)c(=O)c2c1c1ccccc1n2C
29: COc1cc(OC)cc(C(=O)OCC(=O)NC(C)CCc2ccccc2)c1 (stereo unspecified)
30: Cc1cccc(C(=O)NC(=S)Nc2ccc(S(=O)(=O)N3CCCCC3)cc2)c1
31: COc1ccc2oc(=O)c(C(=O)NCc3ccc(C)cc3)cc2c1
32: O=C(Nc1cccc(C(=O)N2CCCC2)c1)c1ccccc1

Compound	25	26	27	28	29	30	31	32
HCMV antiviral	-17	75	0	2	-11	-29	-100*	31
HCV inh	.	?	-3%	-5%	-20%	?	9%	-1%
AMA1-RON2 inh	107%[activator]	14%	-19%	4%	0%	33%[activator]	11%	-8%
AmpC inh no detg	.	-13%	-24%	-31%	-1%	-36%	-19%	-4%
AmpC detergent	.	-7%	0%	0%	-14%	-12%	-22%	-7%
LmPK inhibitor	.	1%	.	-8%	3%	1%	-4%	2%
TbPYK inhibitor	-1%	0%	0%	0%	-9%	-1%	1%	0%

33: COc1ccc(C2CC(c3ccccc3)=NN2C(=O)COC(=O)CNC(=O)c2ccccc2)cc1 (stereo unspecified)
34: CCO[C@H]1OC(C(=O)N2CCOCC2)=C[C@@H](C)[C@@H]1CCCO
35: O=C(NCc1ccco1)C(=O)NCC1OCCCN1S(=O)(=O)c1ccc(F)cc1 (stereo unspecified)
36: Cc1ccc(S(=O)(=O)N2CCc3cc(C(=O)Nc4ccc(C)c(C)c4)ccc32)cc1
37: O=C(O)CSc1nnc(-c2cccc(S(=O)(=O)N3CCOCC3)c2)n1-c1ccc(F)cc1
38: CCc1nc2ccc(C(=O)NCc3cccs3)cn2c1N(CCC(C)C)CCN(C)C
39: Cc1ccc(C)c(S(=O)(=O)N2CCN(C(=O)CCC(=O)c3cc(C)sc3C)CC2)c1
40: O=Nc1c(-c2ccccc2)cc2ccccn12

Compound	33	34	35	36	37	38	39	40
HCMV antiviral	-16	-13	1	-9	2	-14	-39	?
HCV inh	-10%	11%	9%	.	10%	.	?	-24%
AMA1-RON2 inh	-14%	23%	-1%	.	-9%	-2%	-13%	6%
AmpC inh no detg	-23%	-19%	-8%	.	-11%	.	23%	120%[activator]
AmpC detergent	-14%	7%	-6%	23%	.	.	?	-9%
LmPK inhibitor	5%	2%	-9%	.	.	.	.	-6%
TbPYK inhibitor	11%	6%	-6%	2%	4%	4%	3%	-2%

41: CCC[C@H]1COCCS(=O)(=O)N1Cc1ccccc1F
42: CC(C)(C)c1ccc(C2C(C(=O)c3ccco3)=C(O)C(=O)N2CC2CCCO2)cc1 (stereo unspecified)
43: CC(CNc1ccc([N+](=O)[O-])cc1)NC(=O)c1ccccc1Br (stereo unspecified)
44: O=C(O)CCc1ccc(-c2cccs2)n1NC(=O)c1ccc(Cl)cc1Cl
45: COc1ccc(N2CCN(C3CCCN(C(=O)CSC)C3)CC2)cc1 (stereo unspecified)
46: O=C(/C=C/[C@H]1O[C@@H](n2cnc3c(NC(=O)c4ccccc4)ncnc32)[C@H](O)[C@@H]1O)NCc1ccco1
47: CC1=CC(C)(C)N2C(=O)C3(C(C#N)=C(N)Oc4cc(O)ccc43)c3cccc1c32 (stereo unspecified)
48: COC(=O)C1C2CC3c4[nH]c5cc(OC)ccc5c4CCN3CC2CC(OC(=O)CC(C)=O)C1OC (stereo unspecified)
49: Cc1ccc(C)c(N2CCN(S(=O)(=O)c3cc4c(cc3Cl)NC(=O)CO4)CC2)c1
50: Cc1ccc2c(c1)nnn2C1CCN(CC(=O)NCc2ccccc2F)CC1
51: CC(NC(=O)COC(=O)CCc1ccccc1)c1ccccc1 (stereo unspecified)

Compound	41	42	43	44	45	46	47	48	49	50	51
HCMV antiviral	-36	-24	-24	30	?	8	78	-14	44	-20	-25
HCV inh	-36%	-6%	?	18%	11%	.	?	-11%	18%	-5%	41%[activator]
AMA1-RON2 inh	6%	-9%	1%	11%	11%	-2%	-17%	-1%	5%	22%	-12%
AmpC inh no detg	-6%	-19%	-17%	-11%	-11%	.	-24%	.	-15%	55%	-15%
AmpC detergent	?	-5%	4%	-4%	-13%	.	-13%	.	-5%	-9%	-7%
LmPK inhibitor	-11%	1%	-1%	5%	3%	.	4%	.	0%	-2%	2%
TbPYK inhibitor	1%	-1%	-13%	-5%	4%	3%	-13%	6%	-2%	-4%	-1%

Rewritten with two lines to a compound: part of the list above
Every second line gives: HCMV antiviral	HCV inh	AMA1-RON2 inh	AmpC inh no detg	AmpC detergent	LmPK inhibitor	TbPYK inhibitor
(42) CC(C)(C)c1ccc(C2C(C(=O)c3ccco3)=C(O)C(=O)N2CC2CCCO2)cc1 (stereo unspecified)
  -24	-6%	-9%	-19%	-5%	1%	-1%
(45) COc1ccc(N2CCN(C3CCCN(C(=O)CSC)C3)CC2)cc1 (stereo unspecified)
  ?	11%	11%	-11%	-13%	3%	4%
(48) COC(=O)C1C2CC3c4[nH]c5cc(OC)ccc5c4CCN3CC2CC(OC(=O)CC(C)=O)C1OC (stereo unspecified)
  -14	-11%	-1%	.	.	.	6%
(49) Cc1ccc(C)c(N2CCN(S(=O)(=O)c3cc4c(cc3Cl)NC(=O)CO4)CC2)c1
  44	18%	5%	-15%	-5%	0%	-2%
(43) CC(CNc1ccc([N+](=O)[O-])cc1)NC(=O)c1ccccc1Br (stereo unspecified)
  -24	?	1%	-17%	4%	-1%	-13%
